From PubChem BioAssay
M1 ag = M1 muscarinic receptor agonism; 64,000 tested, 3% active; AID 626; CHO-M1 cells, Fluo-4 calcium fluorescence, agonist mode; stronger effect = higher value; B-score at 10 µM;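 active = fluorescence rise, raw or as B-score row- and column-corrected plate score, outside the 99.7% band of its plate's samples, either direction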
D1 allo mod = allosterically modulates the human D1 dopamine receptor. P21728. HEK293 D1, CRE-luciferase, dopamine EC30 potentiation; actives deviate in either direction. B-score at 10 µM. 58,000 tested, 5.9% active. AID 641;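 active = luminescence count or its row- and column-corrected plate score outside the 99.7% band of the plate's sample wells, on either side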
NADH coupling = inhibitors of enzymes used to reach an NAD/NADH endpoint; IC50, µM (highest dose often 10 µM), inactives show at the top dose inhibition; 65,000 tested, 0.02% active; coupled PK/LDH NADH assays, four targets;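 active = single-dose screening hits from any of four coupled enzyme assays that gave an IC50 when retested across doses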;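 also: the DPM-DC format reads NADH fluorescence rather than 340 nm absorbance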
Hsp90 inh = displaces geldanamycin probe from tumor Hsp90 | 64,000 tested, 0.35% active | NCI-N417 lysate Hsp90, Cy3B-geldanamycin FP displacement | P07900 | inhibition, % at 30 µM | AID 429;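 active = inhibition above 50%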;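 also: 0% = tracer plus lysate wells and 100% = tracer alone without lysate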
5HT1a ag = 5-HT1a (human) receptor agonism. P08908. CHO 5-HT1a Ga15 NFAT-bla reporter, FRET ratio; 0% basal, 100% maximal reference agonist. activation, % at 10 µM. 65,000 tested, 0.56% active. AID 567;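 active = activation above the screen-wide mean activation plus 3 SD, cut at about 19% in these data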;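 also: 0% = DMSO wells and 100% = 5-CT at EC100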
M1 antag = blocks the rat M1 muscarinic receptor response to acetylcholine | P08482 | CHO-M1 cells, Fluo-4 calcium, ACh EC80 antagonist mode; stronger effect = lower value | B-score at 10 µM | 64,000 tested, 3.4% active | AID 628;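 active = calcium fluorescence response, raw or row-and-column corrected B-score, differing from the plate sample mean either way at a set confidence level, mostly lower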
Her2 expr inh = inhibitors of human Her2 kinase expression. 65,000 tested, 0.69% active. HER2 level % of control, % at 10 µM. P04626. SKBR-3 HER2 protein level, AlphaScreen, 18-24 h; stronger effect = lower value;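 active = HER2 level under 5% of the carrier-only control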;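 also: 100% = DMSO carrier and 0% = 500 nM PU-H71 HSP90 inhibitor; lower value means stronger loss of Her2 protein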
Target sequence (P04626 whole entry, looked up): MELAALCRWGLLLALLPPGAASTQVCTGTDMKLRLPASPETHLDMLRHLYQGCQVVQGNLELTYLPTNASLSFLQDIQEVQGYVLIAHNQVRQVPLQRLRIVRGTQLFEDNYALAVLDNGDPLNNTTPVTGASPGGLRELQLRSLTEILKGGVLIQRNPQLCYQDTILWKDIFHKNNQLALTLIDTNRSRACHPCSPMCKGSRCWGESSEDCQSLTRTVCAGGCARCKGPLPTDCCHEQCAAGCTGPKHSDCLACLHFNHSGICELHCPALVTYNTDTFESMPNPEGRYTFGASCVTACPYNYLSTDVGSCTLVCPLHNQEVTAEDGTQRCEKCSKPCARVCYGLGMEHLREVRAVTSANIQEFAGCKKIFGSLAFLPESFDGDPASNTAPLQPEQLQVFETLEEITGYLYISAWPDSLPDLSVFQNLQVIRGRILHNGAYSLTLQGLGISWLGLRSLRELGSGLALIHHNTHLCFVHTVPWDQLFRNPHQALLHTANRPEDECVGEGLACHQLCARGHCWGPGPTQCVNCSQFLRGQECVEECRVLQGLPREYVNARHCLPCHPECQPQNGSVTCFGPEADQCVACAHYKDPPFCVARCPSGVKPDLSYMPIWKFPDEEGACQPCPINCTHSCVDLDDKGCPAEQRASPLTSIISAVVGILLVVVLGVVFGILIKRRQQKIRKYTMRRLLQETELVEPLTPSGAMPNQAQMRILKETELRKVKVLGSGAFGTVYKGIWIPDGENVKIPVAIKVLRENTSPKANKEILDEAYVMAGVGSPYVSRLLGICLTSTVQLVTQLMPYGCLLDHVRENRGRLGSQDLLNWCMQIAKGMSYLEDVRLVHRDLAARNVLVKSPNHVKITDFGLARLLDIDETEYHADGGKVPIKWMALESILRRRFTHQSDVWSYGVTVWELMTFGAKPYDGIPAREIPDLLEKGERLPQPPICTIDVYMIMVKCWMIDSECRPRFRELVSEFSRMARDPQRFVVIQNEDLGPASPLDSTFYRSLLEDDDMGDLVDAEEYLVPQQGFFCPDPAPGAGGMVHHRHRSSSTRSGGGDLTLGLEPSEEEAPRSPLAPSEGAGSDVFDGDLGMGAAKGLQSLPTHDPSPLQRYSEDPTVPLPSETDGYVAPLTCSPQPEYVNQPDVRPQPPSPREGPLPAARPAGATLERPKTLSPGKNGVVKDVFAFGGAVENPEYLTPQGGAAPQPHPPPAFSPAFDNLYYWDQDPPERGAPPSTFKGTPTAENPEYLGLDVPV
Ec RNAP inh = inhibitors of Escherichia coli RNA polymerase; 62,000 tested, 0.2% active; inhibition, %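 (tested at 10 µM)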; E. coli RNA polymerase, fluorescence transcription assay; P0A8V2; AID 559; in the data active = inhibition above about 20%;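 also: 0% = enzyme without compound and 100% = no enzyme blank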
Autofluor 339 = intrinsic fluorescence of library compounds, ex339/em460 – biochemical, MLSMR library, data from DPM-DC assay, artefact control, profiling panel; AID 709; 65,000 tested, 5.5% active; fluorescence fold increase at 10 µM; compound autofluorescence, ex339/em460 nm, NADH buffer; stronger effect = higher value; 1 = no-compound wells, NADH background;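 active = at 10 µM, mean starting fluorescence two-fold or more over control wells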;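 also: signal is the first read of a kinetic run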
Active calls of the source: *; x = no result given; [ ] = remark or other dose.

SMILES	M1 ag	D1 allo mod	NADH coupling	Hsp90 inh	5HT1a ag	M1 antag	Her2 expr inh	Ec RNAP inh	Autofluor 339
CCCOC(=O)CSC1=C(C#N)C(c2ccc3c(c2)OCO3)CC(=O)N1 (centres undefined)	1.8	x	3%	-5	-0.6	0.014	140	8	1.1
O=C(O)CCC(=O)N1CCc2cc(S(=O)(=O)N3CCCCC3)ccc21	-0.89	-0.018	6%	-5	-1.5	-0.15	128	4	1.1
CC(=O)CCc1c(C)[nH]c2ccc(NC(C)=O)cc2c1=O	-0.2	-0.061	11%	3	-4.0	-1.2	90	5	1.9
C1CCC2(CC1)C1=C(CCCC1)Nc1nnnn12	-0.011	0.92	8%	1	-2.3	1.8	89	0	1.1
Cc1ccc(C)c(S(=O)(=O)C(C#N)c2nc3ccccc3nc2N2CC(C)OC(C)C2)c1 (centres undefined)	5.5	-2.7*	2%	-2	2.1	-0.0087	102	-6	1.2
Cc1ccc(N2CCCn3c2nc2c3c(=O)n(CCN3CCOCC3)c(=O)n2C)cc1	-0.056	1.2	7%	-1	0.1	-0.4	112	7	1.1
COCCCNC(=O)COc1cc(C)c(Cl)c(C)c1	-0.27	-0.083	12%	-6	-1.2	0.81	85	-4	1.1
O=C1c2ccccc2C(=O)N1CC(O)Cn1nnc2ccccc21 (centres undefined)	-0.47	1.2	2%	0	-2.0	-0.4	91	6	1
CCOc1ccc(Cn2c(O)cc(=O)[nH]c2=O)cc1	-0.65	x	3%	-4	-0.2	-0.17	116	6	1.1
O=C1c2cccc3cccc(c23)N1CN1CCN(c2ccccn2)CC1	0.69	-2.8	6%	0	-0.1	0.19	119	3	2
COCC(=O)N(Cc1cc2cc(OC)ccc2[nH]c1=O)c1ccccc1OC	0.45	0.071	9%	-4	0.1	-0.89	86	4	2.6*
Cc1cc(NCCCn2ccnc2)n2nc(-c3ccc(F)cc3)cc2n1	0.4	0.3	5%	-4	-2.0	0.018	96	3	1.6
CC(=O)c1cccc(NC(=O)NCc2ccco2)c1	-0.69	x	1%	-14	-0.1	1	148	1	1.1
COCCn1nnnc1C(c1ccc(OC)cc1)N1CCC(C)CC1 (centres undefined)	0.042	0.4	4%	-1	-4.8	0.25	112	0	1.1
O=C(NCc1ccc2c(c1)OCO2)c1c(F)c(F)c(F)c(F)c1F	-0.038	-0.93	1%	-2	-3.4	-0.7	99	-5	1.1
CCCCn1nnnc1NCc1cccc(OC)c1OC	-0.063	-0.78	1%	-5	-2.7	-0.36	82	4	1.1
Cc1csc(SCc2ccccc2C(=O)O)n1	0.11	-0.1	9%	-4	-2.7	-0.7	120	8	1.1
O=C1c2ccccc2NC2(CCCCC2)N1c1ccc(O)cc1	-0.56	-1.5	9%[fluoresces]	1	-0.1	0.1	95	5	3.7*
COc1ccc(C)cc1S(=O)(=O)N(C)CC(=O)Nc1ccccc1	-0.86	-0.51	0%	-2	-3.6	0.62	86	5	1.1
CCOC(=O)N1CC=C2C(C#N)=C(N)C(C#N)(C#N)[C@H](c3ccccc3OCC)[C@H]2C1	-0.013	-0.79	7%	-3	-3.1	1.6	75	14	1.3
CN(C1CCCCC1)S(=O)(=O)c1ccc(NC(=O)CCC(=O)O)cc1	-0.52	0.69	9%	1	-1.9	0.62	83	8	1.1
CC(C)N(Cc1nc(-c2ccc(Cl)cc2)no1)C(=O)CCCN1C(=O)c2ccccc2C1=O	-0.4	-0.19	2%	-2	2.3	0.87	72	5	1.1
CC(C)Oc1ccc(C2CC(=O)N(c3cccc(C(=O)O)c3)C2=O)cc1 (centres undefined)	0.13	-0.046	0%	-2	-1.9	-0.0074	84	x	1.1
CCc1c(C)nc2ncnn2c1N1CCC(C(=O)Nc2ccc(C)cc2)CC1	0.39	0.036	8%	-4	-2.6	0.39	105	x	1.1
COc1ccc(CN(Cc2ccccn2)S(=O)(=O)c2ccc(-n3cnnn3)c(OC)c2)cc1	-0.68	-0.19	2%	-6	1.1	-0.13	98	-12	1.1
Next results.
SMILES	M1 ag	D1 allo mod	NADH coupling	Hsp90 inh	5HT1a ag	M1 antag	Her2 expr inh	Ec RNAP inh	Autofluor 339
COc1ccc(NC(=O)CCc2nc(-c3ccc(C)cc3)no2)cc1Cl	0.19	-0.45	3%	2	-4.3	-0.034	101	11	1.1
Cc1ccc(-c2nc(CS(=O)CC(=O)NCCCN3CC(C)CC(C)C3)c(C)o2)cc1 (centres undefined)	0.031	0.063	1%	-2	-0.4	-1.8	104	2	1.2
c1ccc(Cn2nnnc2C(c2cccs2)N2CCc3ccccc3C2)cc1 (centres undefined)	-0.41	0.61	6%	-5	-0.4	-0.023	105	10	1.1
Cn1c(=O)[nH]c(=O)c2c1nc(NC1CCCCC1)n2CC(=O)NC1CCCCC1	-0.6	-0.69	3%	-3	-2.4	-0.00084	97	4	1.1
CN(C)c1ccc(CN(C(=O)COc2ccccc2)C2CCS(=O)(=O)C2)cc1 (centres undefined)	0.69	-0.11	4%	-6	0.1	-0.6	88	4	1.1
Cc1ccc(Nc2nc(CSc3nnnn3C)cs2)cc1	-0.32	-1.1	3%	-1	-1.0	-4.8*	99	10	1
O=C(Nc1nccs1)c1ccc(S(=O)(=O)N2CCCCC2)cc1	-0.34	1.2	6%	-2	0.6	0.086	78	7	1.1
CCOC(=O)NCc1ccc(S(=O)(=O)Nc2ccccc2C)cc1	0.18	-0.54	9%	-1	1.3	0.22	98	7	1.1
C=CCn1c(SCC(=O)NCc2cccs2)nnc1C1CCCCC1	1.1	-1.5	6%	-4	-1.8	0.28	156	0	1.1
c1ccc(-c2csc3nnc(SCc4ccc5c(c4)OCCO5)n23)cc1	0.16	3.2	3%	-3	1.7	0.28	93	x	1.1
Cc1cc(N2CCc3ccccc32)n2ncnc2n1	-0.87	-0.31	13%	-6	0.0	-0.25	97	x	1.1
CCC(O)c1cc2c(cc1NC(=O)c1cccs1)OCCO2 (centres undefined)	0.18	0.25	0%	-9	-2.0	0	89	-3	1.1
O=C1CNC(=O)/C1=C\N1CCN(C(c2ccccc2)c2ccccc2)CC1	-0.011	0.29	7%	-5	-1.3	-2	108	1	1
CCOC(=O)C1CCN(C(=O)c2ccc(Cl)c(S(=O)(=O)N3CCOCC3)c2)CC1	-0.14	0.69	5%	0	-2.6	0.093	95	x	1
CCN(CC)c1nc2ccccc2nc1C(C#N)C(=O)NCCCOC (centres undefined)	5*	2.3	8%	-2	0.1	-0.6	110	-1	2.4*
COc1ccccc1Nc1ncc(-c2cccs2)s1	1	x	6%	-7	0.3	-0.49	72	x	1
CCOC(=O)CNC(=O)CSc1nnc(COc2ccc(Cl)cc2)n1CC	-0.64	x	8%	-1	-2.9	0.42	109	8	1
CCCC(=O)OCCNC(=O)c1cc2ccccc2oc1=O	-0.023	0.052	7%	0	-1.0	-0.39	90	6	1.4
CN1c2ccccc2C(C)(C)C12C=Cc1cc(O)ccc1O2 (centres undefined)	-0.61	-1.6	3%	-34	-0.7	-1	18	5	1
O=C(CSc1ccc2nnc(-c3ccncc3)n2n1)NCc1ccco1	0.054	0.012	12%	-3	-1.1	0.16	86	9	0.64
CC(NS(C)(=O)=O)C(c1cccs1)N1CCN(C)CC1 (centres undefined)	-0.0064	-0.89	4%	1	-0.3	-0.12	81	11	1
CC1(C)CC(=O)C(/C=N/c2ccccn2)=C(O)C1	-0.12	0.013	1%	-1	2.5	-0.27	75	9	1
COc1cccc(N2C(=O)C3ON(c4ccccc4)C(c4cccs4)C3C2=O)c1 (centres undefined)	0.11	15*	4%	-2	0.2	-0.4	82	7	1.1
Cc1cc(N2CCN(c3nc(N4CCOCC4)nc4ccccc34)CC2)c2ccccc2n1	0.28	x	7%	-5	-0.5	-7.1*	91	2	2.1*
Cc1cc(C(F)(F)F)c2c(N)c(C(=O)Nc3cc(C)on3)sc2n1	3.5	-1.1	14%	-3	-1.1	-0.0038	104	-4	1.8

3 entries from above, ordered by their value in D1 allo mod, high to low:
structure	D1 allo mod
O=C1CNC(=O)/C1=C\N1CCN(C(c2ccccc2)c2ccccc2)CC1	0.29
CN1c2ccccc2C(C)(C)C12C=Cc1cc(O)ccc1O2 (centres undefined)	-1.6
O=C1c2cccc3cccc(c23)N1CN1CCN(c2ccccn2)CC1	-2.8

(next part)
SMILES	M1 ag	D1 allo mod	NADH coupling	Hsp90 inh	5HT1a ag	M1 antag	Her2 expr inh	Ec RNAP inh	Autofluor 339
CCC1CCCCN1C(=O)CSc1nnc(-c2ccc(OC)cc2)o1 (centres undefined)	-1.7	1.4	1%	-3	0.5	-0.14	92	0	1.1
O=C(NCc1ccc(F)cc1)C1CCC(=O)N1CCc1ccccc1 (centres undefined)	0.34	0.76	6%	-2	0.5	-0.038	99	4	1.1
O=C(NCc1ccco1)c1cccc(F)c1	-0.59	-0.38	5%	-3	-0.8	0.39	91	6	1.1
CCc1c(O)nc(SCC(=O)Nc2ccccc2)n(-c2ccccc2)c1=O	0.22	x	7%	-5	1.0	-0.3	100	x	1.1
Cc1c(NC(=O)c2cc(-c3ccc4c(c3)OCO4)on2)c(=O)n(-c2ccccc2)n1C	-0.44	-0.47	6%	-1	-0.7	-0.087	89	8	1
O=C(Nc1ccccc1Oc1ccccc1)c1ccc(Br)o1	1.2	1.6	2%	x	x	-0.91	96	8	1.1
Cc1cccc(-n2ncc3c(N4CCCC4)ncnc32)c1	-0.046	-7.3*	8%	-2	-2.4	-0.019	80	x	1.1
CCc1c(C)sc(NC(=O)c2cnn3cccnc23)c1C#N	x	-0.42	5%	-4	2.7	x	93	0	1.1
COC(=O)NC1CCS(=O)(=O)C1 (centres undefined)	-0.11	-1.5	5%	-4	-2.5	-0.28	83	3	1.1
CCOC(=O)C1C(=O)CC(C)(O)C(C(=O)OCC)C1c1cc(Br)ccc1OC (centres undefined)	0.68	-0.38	9%	-3	-2.0	-0.08	93	2	1.1
Cc1oc(-c2ccc(Cl)cc2)nc1CSCC(=O)NCCCN1CCOCC1	1.4	-0.97	7%	-2	-1.1	-2.4	111	8	1.1
Cn1c(=O)oc2cc(S(=O)(=O)NCc3ccccn3)ccc21	0.82	-0.7	5%	0	-0.8	0.082	105	11	1.1
CC(C)OCCCNC(=O)c1sc(=S)n(C)c1N	-0.027	0.26	9%	1	-2.8	0.0026	90	9	1
CCCCCCn1c(NCC)nc2c1c(=O)[nH]c(=O)n2C	0.56	5.3*	6%	-1	-2.8	-0.11	92	11	1.1
O=c1c2[nH]c3ccc(F)cc3c2ncn1C1CCCCC1	0.076	0.15	7%	-6	-0.6	0.45	105	5	1.8
O=C1C(C=Nc2ccccc2O)=C(O)c2ccccc21	-0.072	-5.6*	5%	7	-4.5	-1.1	17	6	0.98
O=C(c1ccccc1)N1CCN(C(=O)c2ccccc2Br)CC1	-0.14	-1.1	6%	-3	-1.1	1.4	142	x	1.1
CCOC(=O)c1ccc(CSc2nnc(N)s2)cc1	-0.45	3.7*	1%	-2	-0.2	0.22	96	8	1.1
N#CCSc1nnc(-c2ccccc2O)n1CCc1ccccc1	-0.29	1.4	7%	-2	0.7	0.19	107	6	1.1
Cc1ccc2oc3c(c(=O)c2c1)C(c1cccc(O)c1)N(c1ccccn1)C3=O (centres undefined)	0.57	1.9	6%	-4	2.1	0.37	92	9	1.1
CC(=O)N1CCc2cc(S(=O)(=O)NC(CC(C)C)C(=O)Nc3cc(C(=O)O)ccc3C)ccc21 (centres undefined)	0.69	-1	3%	-1	-2.7	-0.63	98	-2	1.1

Full records, looked up by structure. Order of values: M1 ag	D1 allo mod	NADH coupling	Hsp90 inh	5HT1a ag	M1 antag	Her2 expr inh	Ec RNAP inh	Autofluor 339
`CCCCCCn1c(NCC)nc2c1c(=O)[nH]c(=O)n2C` in the list: 0.56	5.3*	6%	-1	-2.8	-0.11	92	11	1.1
`CCOC(=O)C1C(=O)CC(C)(O)C(C(=O)OCC)C1c1cc(Br)ccc1OC` (centres undefined) in the list: 0.68	-0.38	9%	-3	-2.0	-0.08	93	2	1.1
